# Gal4-VP16 FLuc: counter-screen for ROR gamma inhibitors: Gal4-VP16 reporter; Drosophila S2 Gal4-VP16 UAS-luciferase, luminescence, 20 h; Potency, µM (doses to about 53.6 µM), inactives show top-dose activity, negative = inhibition, most hits filed as inhibitors; actives 3.5% (n = 310,000);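 further: Gal4-VP16 expression switched on by copper sulfate through the metallothionein promoter; potency means the concentration at half of the fitted maximal effect; on the % scale 0 is the no-effect control and ±100 the full control effect; nearly all actives have a fitted effect of over 50% in size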
# KCNH2 3.1 block: KCNH2 3.1 (human) potassium channel inhibition | U2OS KCNH2 3.1, thallium flux FluxOr; active compounds read low | activity change, % (tested at about 1.8 µM) | actives 0.95% (n = 340,000);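 active means maximum activity change below -70%; inconclusive means maximum activity change from -70% to -50%; inactive means maximum activity change above -50%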;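 further: thallium influx rate constant from kinetic fluorescence after stimulation buffer; on the % scale 0 is the no-effect control and ±100 the full control effect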
#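 U2OS cells transduced with KCNH2 3.1 mutant virus (1.77 x 10^8 /mL, 4 h), plated overnight at 37 C, loaded 45 min with FluxOr dye plus Red40 quencher. Thallium flux rate constant from kinetic reads after stimulation buffer, normalised to controls.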
# MBNL1 CUG block: MBNL1-poly(CUG) RNA binding inhibition | Q9NR56 | TR-FRET MBNL1-His/biotin-(CUG)12 binding, 665/545 ratio | Potency, µM (highest dose often 57.5 µM), for the others: at the top dose activity change, negative = inhibition, usual class: inhibitors | actives 0.036% (n = 280,000) | AID 2675; active means well fitted inhibition curve with a large enough effect in the signal ratio, with a control signal flat, not every such curve was filed as active; inconclusive means small, poorly fitted or top-dose-only effect, or effect the other way, or a change in a side signal; inactive means no such curve, though single readings can be large or run the other way; the % refers to the signal ratio; further: potency means the concentration at half of the fitted maximal effect; on the % scale 0 is the no-effect control and ±100 the full control effect
#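 Compound titration spanned 92 nM–58 uM against the MBNL1-His/biotin-(CUG)12 complex. After 60 min at room temperature with 5 nM streptavidin-XL665 and 0.055 ng/ul terbium anti-His, ratiometric 665/545 nm emission (Ex 340 nm) normalized to controls.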
# ELG1 DNA repair: blocks ELG1-dependent DNA repair in HEK293T cells. HEK293T ELG1-luciferase reporter, luminescence, 16 h; DNA damage induced by 5-fluorouridine. Potency, µM (titrated, usually from 46.1 µM), for the others: at the top dose activity change, negative = inhibition, actives largely listed as inhibitors. actives 2.3% (n = 330,000); further: potency means the concentration at half of the fitted maximal effect; on the % scale 0 is the no-effect control and ±100 the full control effect; nearly all actives have a fitted effect of over 55% in size
#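 Cells (2,000 per well) received 5-fluorouridine plus test compound or DMSO and were incubated 16 hr at 37 °C, 5% CO2. Luciferase activity was read by luminescence 30 min after ONE-Glo addition; signal suppression marked inhibition of damage-induced ELG1 function.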
# Menin MLL FP TR: displaces Texas Red mutant MLL peptide from human menin; Menin + Texas Red MLL mutant peptide, fluorescence polarization; Potency, µM (highest dose often 61.6 µM), without a hit: at the top dose FP activity change, negative = inhibition, most hits filed as inhibitors; actives 0.23% (n = 270,000); AID 1768; active means well fitted inhibition curve with a large enough effect in the polarisation, with a control signal flat, not every such curve was filed as active; inconclusive means small, poorly fitted or top-dose-only effect, or effect the other way, or a change in a side signal; inactive means no such curve, though single readings can be large or run the other way; the % refers to the polarisation; further: potency means the concentration at half of the fitted maximal effect; % of control where 0% means no effect; many of its hits are not listed in these tables
# Target sequence (O00255 whole entry, looked up): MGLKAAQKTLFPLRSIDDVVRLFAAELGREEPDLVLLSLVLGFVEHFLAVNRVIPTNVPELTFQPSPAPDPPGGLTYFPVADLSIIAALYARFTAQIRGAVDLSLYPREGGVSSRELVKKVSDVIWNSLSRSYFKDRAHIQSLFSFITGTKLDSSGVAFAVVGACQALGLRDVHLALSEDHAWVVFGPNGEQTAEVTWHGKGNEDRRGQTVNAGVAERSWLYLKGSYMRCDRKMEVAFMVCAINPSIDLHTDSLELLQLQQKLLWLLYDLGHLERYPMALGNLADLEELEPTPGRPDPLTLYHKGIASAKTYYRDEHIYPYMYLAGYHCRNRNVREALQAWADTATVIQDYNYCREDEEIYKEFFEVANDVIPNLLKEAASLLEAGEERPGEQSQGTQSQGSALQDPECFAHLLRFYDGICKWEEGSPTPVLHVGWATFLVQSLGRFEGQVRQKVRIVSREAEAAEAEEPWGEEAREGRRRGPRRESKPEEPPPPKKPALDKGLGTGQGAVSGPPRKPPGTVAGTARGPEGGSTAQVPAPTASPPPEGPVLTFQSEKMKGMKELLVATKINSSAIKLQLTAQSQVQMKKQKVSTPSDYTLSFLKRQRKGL
# Rab9 promoter act: Rab9 promoter activation. Potency, µM (titrated, usually from 9.22 µM), for inactives: at the highest dose activation, negative = inhibition, actives largely listed as activators. AID 485297. Huh7 Rab9 promoter-luciferase reporter, luminescence, 24 h. actives 2.8% (n = 320,000); further: potency means the concentration at half of the fitted maximal effect; % of control where 0% means no effect; nearly all actives have a fitted effect of over 60% in size
#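 Using Huh7 cells stably transfected with Rab9 promoter–luciferase, compounds were incubated 24 h at 37 °C, 5% CO2; luciferase luminescence was read 10 min after reagent addition.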
# RORgamma inh: ROR gamma (mouse) transcription inhibition; Drosophila S2 Gal4-RORgamma UAS-luciferase reporter, 20 h; actives 5.4% (n = 310,000); Potency, µM (doses to about 53.6 µM), for the others: at the highest dose activity change, negative = inhibition, most hits filed as inhibitors; P51450; AID 2551; further: potency means the concentration at half of the fitted maximal effect; on the % scale 0 is the no-effect control and ±100 the full control effect; nearly all actives have a fitted effect of over 60% in size
# Target sequence (P51450 whole entry, looked up, the tested form may be a part): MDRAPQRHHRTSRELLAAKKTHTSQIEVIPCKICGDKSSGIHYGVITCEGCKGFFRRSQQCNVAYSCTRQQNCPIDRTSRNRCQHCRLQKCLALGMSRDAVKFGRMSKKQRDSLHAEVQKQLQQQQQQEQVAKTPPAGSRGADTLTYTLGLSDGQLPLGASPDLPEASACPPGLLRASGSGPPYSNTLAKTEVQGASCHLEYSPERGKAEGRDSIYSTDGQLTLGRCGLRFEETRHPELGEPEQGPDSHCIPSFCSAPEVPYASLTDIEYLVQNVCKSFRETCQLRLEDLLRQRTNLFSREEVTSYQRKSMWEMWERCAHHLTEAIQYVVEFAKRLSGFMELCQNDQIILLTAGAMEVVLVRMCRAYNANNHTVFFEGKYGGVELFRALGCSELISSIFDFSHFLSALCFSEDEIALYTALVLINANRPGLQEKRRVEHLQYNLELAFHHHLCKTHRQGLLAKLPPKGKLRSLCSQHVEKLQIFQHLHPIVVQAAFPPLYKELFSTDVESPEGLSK
#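 ROR gamma transcriptional activity was tracked as Gal4-UAS luciferase output in stably transfected Drosophila Schneider cells, with compound added 1 hr before 700 uM copper sulfate induction and a 20 hr ambient-temperature incubation.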
# FLuc modulator: firefly luciferase modulation, counter-screen for miR-21 project; P08659; purified FLuc, Km substrates, luminescence inhibition; Potency, µM (highest dose often 57.5 µM), without a hit: at the highest dose activity change, negative = inhibition, most hits filed as inhibitors; actives 6.9% (n = 360,000); AID 588342;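 further: potency means the concentration at half of the fitted maximal effect; plate controls were vehicle for no effect and reference inhibitor for full effect; nearly all actives have a fitted effect of over 55% in size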
#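 Biochemical qHTS of compounds, final roughly 60 µM downward over six points, against 10 nM purified firefly luciferase using Km concentrations of substrates (10 uM D-luciferin, 10 uM ATP) in Tris acetate pH 7.5 buffer; luminescence output.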
# NPC1 promoter act: activators of NPC1 promoter | Huh7 NPC1 promoter luciferase reporter, 24 h | Potency, µM (titrated, usually from 9.22 µM), for inactives: top-dose activation, usual class: activators | actives 2.4% (n = 320,000) | AID 485313;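 further: potency means the concentration at half of the fitted maximal effect; % of control where 0% means no effect; nearly all actives have a fitted effect of over 60% in size; reporter is driven by a mutant NPC1 promoter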
#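 In 1536-well qHTS, Huh7 cells harboring an NPC1 promoter–luciferase construct received compound for 24 h; activation was quantified by luminescence following luciferase reagent addition.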
# Mito fusion yeast: mitochondrial division inhibition or fusion activation. S. cerevisiae fusion-defective mutant growth rescue, CellTiterGlo 48 h. Potency, µM (top dose mostly 46.1 µM), without a hit: at the highest dose growth rescue (activation), actives largely listed as activators. actives 0.23% (n = 320,000). AID 485298;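 further: potency means the concentration at half of the fitted maximal effect; % of control where 0% means no effect; nearly all actives have a fitted effect of over 45% in size; temperature-sensitive fusion mutants such as fzo1-1 at 37 °C on non-fermentable ethanol glycerol medium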
#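 S. cerevisiae fusion-defective temperature-sensitive mutants (e.g. fzo1-1, mgm1-5) grown 48 h at 37C in YPEG (ethanol/glycerol non-fermentable) medium with 23 nl compound per well; growth rescue read as CellTiterGlo luminescence.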
# PKM2 act: increases activity of human pyruvate kinase M2; purified PKM2, Kinase-Glo ATP luminescence, activation; response scale: 0% is enzyme alone, no compound; Potency, µM (top dose mostly 57.5 µM), for the others: top-dose activation, usual class: activators; actives 0.34% (n = 260,000); AID 1631; further: potency means the concentration at half of the fitted maximal effect; on the % scale 0 is the no-effect control and ±100 the full control effect; nearly all actives have a fitted effect of over 55% in size
#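 Kinase-Glo luminescence reports ATP generated from ADP (0.1 mM) and PEP (0.5 mM) by purified hPK-M2 after 1 h at room temperature, pH 7.2 imidazole buffer; intermediate enzyme activity allows detecting inhibitors and activators.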
# * hit, by the source's call; ? = inconclusive; nt = no result given; [ ] = another dose, or the depositor's remark. Unless noted, the call rests on the fitted dose curve; in most records, active means well fitted curve in the direction sought with a large enough effect; inconclusive means small, poorly fitted or top-dose-only effect, or another doubt; inactive means no such curve, though single readings can be large; an effect the other way counts as inactive or inconclusive. These rows are one share of the data; count on the stated rates, not on these rows.
SMILES,Gal4-VP16 FLuc,KCNH2 3.1 block,MBNL1 CUG block,ELG1 DNA repair,Menin MLL FP TR,Rab9 promoter act,RORgamma inh,FLuc modulator,NPC1 promoter act,Mito fusion yeast,PKM2 act
COc1ccccc1C(=O)NNC(=O)c1ccc(C)cc1,-10%,4,-1%,?,12%,?,-32%,15µM*,26%,2%,-1%[11.5 µM]
C[C@H]1CN=C(N(C)C)N1CCc1ccc(F)cc1,nt,-34,nt,5%,nt,-6%,nt,-1%,0%,-5%,nt
COc1ccc(S(=O)(=O)N2CCC(C(=O)NCCCc3ccccc3)CC2)cc1,-1%,-13,-6%,-3%,nt,-4%,1%,-1%,-1%,4%,nt
O=[N+]([O-])c1ccc(/C=N/Nc2nc(NCc3ccccc3)nc(N3CCOCC3)n2)cc1,7%,-21,-3%,7.3µM*,?,-3%,-21%,0%,0%,-5%,nt
Cc1cccc2cc(CN(Cc3ccco3)C(=O)N3CCCC3)c(=O)[nH]c12,-1%,nt,-6%,-2%,-8%,-1%,-30%,-1%[2.3 µM],0%,1%,-3%
CCN(Cc1ccncc1)C(=O)CCc1nnc(CCc2ccccc2OC)o1,2%,-12,3%,0%,-6%,-4%,2%,0%,-3%,-14%,2%
COc1cc(/C=C/C(=O)OCC(=O)NCc2ccco2)ccc1O,nt,-3,nt,-9%,nt,-7%,nt,2%,-2%,4%,nt
CN(Cc1cccnc1)Cc1cn[nH]c1-c1ccc(-c2ccccc2)cc1,-3%,-2,-19%,?,nt,10%,1%,-19%,0%,1%,-4%
CCOC(=O)Cn1c(=O)n(Cc2ccccc2)c(=O)c2cccnc21,-2%,5,0%,-9%,?,0%,-11%,2%,0%,39%,nt
COc1ccc2cc3cc(C(=O)N4CC(C)CC(C)C4)oc3nc2c1 (stereo not given),2%,8,12%,?,nt,?,?,?,23%,3%,nt
O=C(NC(=S)Nc1ccccn1)c1cncc(Br)c1,7.9µM*,-11,nt,?,13%,?,7.9µM*,15µM*,?,-1%,4%
O=C(COC(=O)/C=C/c1cccs1)Nc1ccc2ccccc2c1,-7%,6,-13%,17%,21%,-5%,-9%,5%,-3%,-2%,8%
COC(=O)c1sc2nc(C)nc(SCC(=O)C(C)(C)C)c2c1C,-1%,4,-1%,-22%,-13%,-12%,6%,-20%,-1%,?,-2%
c1ccc(Nc2nnc(-c3cccnc3)s2)cc1,-2%,-15,-3%,?,?,0.4µM*,-23%,1.7µM*,1µM*,-2%,nt
COc1ccccc1N1CCN(C(=O)CSc2nnc3c4ccccc4n(CC(=O)O)c3n2)CC1,-10%,-7,?,5%,4%,-2%,?,8%,-5%,-1%,14%
CN(Cc1cnn(C)c1)S(=O)(=O)c1cccc([N+](=O)[O-])c1,-1%[10 µM],14,?,2%,0%,-4%,18%,-1%,-5%,-2%,-1%
CC(=O)c1cccc(NC(=O)C2CCN(C(=O)c3ccccc3Cl)CC2)c1,-2%,13,3%,-26%,nt,5%,-2%,3%,-2%,-2%,2%
N#CCc1nnc2n1-c1ccccc1CCC2,-15%,1,-5%,2%,9%,0%,1%,5%,7%,1%,0%
O=C(Nc1ccc(C(=O)O)cc1)/C(=C\C=C\c1ccccc1)NC(=O)c1ccccc1Cl,-22%,nt,0%,-4%,nt,0%,-1%,6%,3%,0%,0%
O=C(NNC(=O)c1ccc([N+](=O)[O-])cc1)NC1CCCCC1,6%,10,nt,9%,nt,0%,-10%,0%,0%,-1%,2%
O=C(Cn1nnc2ccccc2c1=O)NCCc1ccccc1,-20%,-13,9%,?,-5%,1%,31%,-1%,12%,11%,-15%
COCCNC(=S)N(CCc1c(C)[nH]c2ccc(Cl)cc12)Cc1cccnc1,7%,1,-21%,4%,?,-1%[1.84 µM],-11%,6%,-3%,-2%,nt
N#CC1=C(N)OC2=C(C(=O)CCC2)C12C(=O)N1CCCc3cccc2c31 (stereo not given),10%,9,?,-1%,-11%,-4%,28%,-2%,0%,1%,8%
COCCCN(C(=S)Nc1c(C)cc(C)cc1C)C(C)c1ccncc1 (stereo not given),?,12,-9%,3%,-9%,-3%,-41%,0%,5%,-2%,1%
CCCN(CC(=O)Nc1cc(Cl)ccc1Cl)C(=O)c1ccc2n[nH]nc2c1,nt,-16,nt,?,nt,-11%,nt,nt,-1%,0%,nt
CCC(C(=O)OC(C)C)c1ccc2ccccc2c1 (stereo not given),nt,nt,nt,11%,nt,-2%,nt,3%,-2%,-1%,nt
CN(C)S(=O)(=O)c1ccc(C(=O)Nc2nc3ccccc3[nH]2)cc1,?,-24,1%,?,7%,?,11µM*,?,?,-1%,7%
COc1ccc(-c2cc(C(=O)NCCCN3CCCC3=O)c3ccccc3n2)cc1,nt,3,nt,?,nt,-4%,nt,12µM*,-2%,0%,nt
Nc1cc2c(cc1C(=O)c1ccccc1)OCCO2,-4%,8,21%,1%,2%,-11%,-1%,-1%,-5%,1%,-3%
CCCn1c(Nc2cccc(OC)c2)nc2ccccc21,7%,1,0%,-1%,5%,-6%,-25%,-2%,0%,-10%,-1%
CC(=O)Oc1ccc2c(=O)c(N3C(=O)c4ccccc4C3=O)c(C)oc2c1C,-5%,-4,0%,12%,-3%,-2%,37%,-18%,-2%,-1%,1%
Cc1ccc(NC(=O)c2ccc3c(c2)NC(=O)CS3)nc1,nt,3,nt,?,nt,?,nt,?,?,-1%,nt
CCOc1ccccc1OCCCC(=O)N1CCN(S(=O)(=O)c2ccc(C)cc2C)CC1,nt,-4,nt,?,nt,0%,nt,6%,-4%,7%,nt
C=CCNC(=S)N1CCN(c2ncc(C(F)(F)F)cc2Cl)CC1,9%,-6,-6%,?,nt,-1%,-38%,2%,-2%,-1%,-4%
CC(C)(CO)CNC(=O)CCc1nnc(Cc2ccc(-c3ccccc3)cc2)o1,2%,-9,3%,?,-12%,-3%,2%,-21%,-4%,-6%,-2%
COc1ccc(-c2cc(C(=O)Nc3cccnc3)no2)cc1OC,7%,16,-13%,?,-27%,?,0%,19µM*,2.2µM*,-1%,6%
Clc1ccccc1Cn1nnc2c(N3CCCC3)ncnc21,13%,-1,3%,2%,-10%,0%,16%,1%,-12%,10%,16µM*
NC1=C([N+](=O)[O-])C(c2ccc(F)cc2)C2=C(CCCC2=O)O1 (stereo not given),-1%,nt,nt,10%,18%,0%,-14%,-9%,3%,-5%,3%
Cc1cc(C(=O)NCCN2CCCCC2C)n(-c2ccccc2)n1 (stereo not given),1%,0,?,8%,2%,2%,?,-1%,-2%,0%,-1%
COc1cccc(-c2cc(C(F)(F)F)nc(-n3cccn3)n2)c1,-18%,-5,-1%,0%,-3%,-5%,-17%,-20%,-3%,-3%,11%
Cc1cccc(/C=C/c2nc3ccccc3c(=O)n2Cc2ccccc2)c1,0%,-2,-7%,?,11%,-4%,2%,-1%,0%,6%,-15%
COc1ccc(N(C)C(=S)Oc2ccc(C(=O)Nc3ccccc3)cc2)cc1,17%,nt,-3%,?,-9%,3%,?,-14%,-18%,1%,-6%
COc1ccc(NC(=O)CN2CCCCCC2)cc1OC,1%,-10,-1%,14%,-26%,-4%,-8%,0%,-4%,-6%,2%
Clc1ccc(-n2nnnc2CN2CCCCC2)cc1Cl,?,-22,-3%,8%,?,0%,-16%,-1%,-5%,-1%,-1%
COc1ccc([N+](=O)[O-])cc1-c1nc2ccccc2nc1-c1ccccc1,2%,11,9%,0%,20%,3%,-1%,4%,1%,-3%,1%
Cc1ccc(-n2c(Cl)c(Cl)[nH]c(=O)c2=O)cc1,-10%,3,-3%,0%,-10%,-5%,4%,-1%,-2%,3%,-1%
CC#CCN1c2ccccc2[C@]23C[C@@H](C(=O)OC)N(C(=O)c4cc(C)oc4C)C2=NC(C(=O)OC)=C(C(=O)OC)[C@H]13,4%,0,0%,?,-21%[11.7 µM],-10%,18%,3%,-6%,?,-1%[11.5 µM]
Cc1ccc(S(=O)(=O)CC(=O)Nc2nccs2)cc1,nt,3,nt,8%,nt,-7%,nt,2%,-1%,-14%,nt
COC(=O)CCc1nc2ccccc2[nH]c1=O,-3%,-1,3%,21%,-1%,-2%,-30%,-1%,-3%,2%,-1%
O=C(CSc1nc(O)cc(=O)[nH]1)Nc1ccc2c(c1)CCC2,-1%,7,-2%,9%,15%,-4%,-1%,-8%,2%,-2%,-6%

# Bioassay records deposited in PubChem by National Center for Advancing Translational Sciences (NCATS).
